bIAP inh – blocks bovine intestinal alkaline phosphatase activity. 190,000 tested, under 10 active. inhibition, % at 20 µM. purified bovine IAP, CDP-star luminescence, 30 min;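 active = over 50% inhibition of intestinal alkaline phosphatase at 20 µM in the single-dose screen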
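Assay system: bovine IAP enzyme; medium: DEA buffer 100 mM, pH 9.8, with MgCl2 1.0 mM, ZnCl2 0.02 mM; doses: 20 µM single dose; incubation: enzyme reaction for 30 min at room temperature; detection: CDP-star luminescence signal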
S1P3 antag – S1P3 (human) receptor antagonism; Q99500; CHO S1P3 NFAT-BLA reporter, FRET fluorescence, antagonist mode; inhibition, % at 4.98 µM; actives 0.27% (n = 170,000);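 active = inhibition above the plate cutoff, the mean inhibition of test wells on that plate plus 3 SD, cut at about 28% in these data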;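 also: cells challenged with S1P at its EC80 of 0.8 µM; blue over green emission ratio from cleaved BLA substrate after 4 h stimulation; 0% = S1P-stimulated wells and 100% = unstimulated DMSO-only wells; some compounds past the cut are filed as inactive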
Target sequence (Q99500 whole entry, looked up): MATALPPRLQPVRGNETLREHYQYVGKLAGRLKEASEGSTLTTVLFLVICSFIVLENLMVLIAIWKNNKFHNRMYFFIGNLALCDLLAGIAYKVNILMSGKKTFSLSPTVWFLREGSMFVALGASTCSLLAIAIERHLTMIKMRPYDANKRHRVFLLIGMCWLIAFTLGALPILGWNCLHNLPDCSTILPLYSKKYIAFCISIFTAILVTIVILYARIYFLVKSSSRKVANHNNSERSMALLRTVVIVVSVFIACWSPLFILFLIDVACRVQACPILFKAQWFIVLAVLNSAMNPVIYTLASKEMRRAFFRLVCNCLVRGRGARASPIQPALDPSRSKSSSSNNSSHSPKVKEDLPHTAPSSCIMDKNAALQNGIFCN
DTT redox prof – compounds producing H2O2 with reducing agent – biochemical, NIH compound library profiling, artefact control for MLSCN library redox annotation, primary screen. DTT-dependent redox cycling H2O2, phenol red/HRP absorbance; 100% = 100 µM peroxide control, 0% = buffer. AID 878. actives 0.03% (n = 200,000). activation, % at 10 µM;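 active = activation of at least 50% relative to the plate's high and low controls in the primary single-dose screen; inactive = activation below 50%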;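 also: compound incubated with DTT at 0.8 mM final as the reducing agent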
Efa HMGR inh – blocks class II HMG-CoA reductase of Enterococcus faecalis; purified E. faecalis HMGR, NADPH absorbance 340 nm kinetic; inhibition, % at 10 µM; actives 0.41% (n = 190,000);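 active = inhibition above a set limit, the median over all tested compounds plus 3 SD, cut at about 9.5% in these data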;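 also: enzyme runs in reverse so mevalonate oxidation gives rising NADPH absorbance; 0% = complete reaction with DMSO and 100% = background rate lacking mevalonate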
ROMK mod – human ROMK K+ channel modulation, primary screen. P48048. Tet-inducible ROMK, thallium flux fluorescence; actives lie on both sides. B-score at 10 µM. actives 2% (n = 130,000);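 active = signal ratio slope over the read window, or its plate-corrected B-score, at least 3 SD from the plate mean, either direction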;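 also: B-score of the F/F0 ratio slope over 7 to 12 s after thallium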
PPARg SRC2 recr – agonists of SRC-2 recruitment by human PPARgamma; PPARgamma LBD-SRC-2 recruitment, biochemical; actives 0.34% (n = 200,000); AID 1032; P37231; activation, % at 8 µM; in the data active = activation above about 22%;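 also: 0% = vehicle and 100% = reference agonist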
Target sequence (P37231 whole entry, looked up, the tested form may be a part): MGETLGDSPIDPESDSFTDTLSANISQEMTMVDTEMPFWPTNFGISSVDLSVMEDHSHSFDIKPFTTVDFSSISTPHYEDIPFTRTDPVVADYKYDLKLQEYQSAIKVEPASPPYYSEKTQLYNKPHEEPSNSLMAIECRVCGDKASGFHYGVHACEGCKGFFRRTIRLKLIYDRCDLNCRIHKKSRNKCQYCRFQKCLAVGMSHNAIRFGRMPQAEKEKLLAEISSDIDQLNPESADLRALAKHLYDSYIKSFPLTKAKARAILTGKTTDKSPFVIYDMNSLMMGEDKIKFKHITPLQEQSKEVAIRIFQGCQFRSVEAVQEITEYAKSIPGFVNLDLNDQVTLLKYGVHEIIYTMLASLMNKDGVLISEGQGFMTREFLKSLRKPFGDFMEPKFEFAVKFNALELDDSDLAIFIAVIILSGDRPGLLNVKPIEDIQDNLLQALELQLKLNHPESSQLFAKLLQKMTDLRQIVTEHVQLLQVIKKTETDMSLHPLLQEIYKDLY
PPARg SRC1 recr – agonists of human PPARgamma SRC-1 coactivator recruitment; P37231; PPARgamma-SRC-1 coactivator recruitment biochemical assay; actives 0.41% (n = 200,000); activation, % at 8 µM; in the data active = activation above about 19%;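 also: 0% = DMSO and 100% = reference agonist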
L major viab – inhibitors of Leishmania major promastigote growth. Leishmania major promastigotes, resazurin fluorescence viability. actives 9% (n = 200,000). inhibition, % at 10 µM; in the data active = inhibition above about 50%;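 also: promastigotes grown with compound for 44 hours at 28 °C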
RAM network inh – yeast RAM network inhibition; S. cerevisiae dse1pr::URA3 reporter, 5-FOA growth OD615, 2 d; analog-sensitive cbk1-as2 kinase mutant strain; inhibition, % at 50 µM; actives 1.8% (n = 190,000);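 active = inhibition above a set limit, 3 SD over mean compound inhibition, cut at about 8.4% in these data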;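 also: 0% = DMSO-only wells with no growth and 100% = 10 µM 1-NA-PP1 full growth; inhibition rescues growth on 5-FOA so higher OD means more RAM inhibition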
SRC2 TRFRET art – counter-screen for PPARgamma SRC-2 recruitment agonists: TR-FRET artefact; stronger effect = higher value; TR-FRET ratio at 8 µM; actives 0.4% (n = 200,000); AID 1049; in the data active = TR-FRET ratio above about 2000; also: inactives centre near 1500; reference of the scale not given here
PPARg SRC-3 ag – promotes SRC-3 coactivator recruitment by human PPARgamma. P37231. biochemical PPARgamma/SRC-3 coactivator recruitment assay. activation, % at 8 µM. actives 0.26% (n = 200,000); in the data active = activation above about 23%;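 also: 0% = DMSO and 100% = reference agonist; some compounds past the cut are filed as inactive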
* = called active by the depositor; nt = no result given.

SMILES	bIAP inh	S1P3 antag	DTT redox prof	Efa HMGR inh	ROMK mod	PPARg SRC2 recr	PPARg SRC1 recr	L major viab	RAM network inh	SRC2 TRFRET art	PPARg SRC-3 ag
CC(C)Cn1c2c(c(O)c(C(=O)Nc3nccs3)c1=O)CCCC2	1	13	-1.2	-2	nt	-4	-1	4	2.8	1490	0
Cc1ccccc1/C=C\c1nc2ccccc2c(=O)n1Cc1ccccc1	17	-7	-0.2	-1	0.11	-9	-7	99*	1.8	1410	-3
O=C(O)CCN1C(=O)C2C3C=CC(C3)C2C1=O (centres undefined)	-1	-2	0.7	-4	0.78	5	12	-4	0.3	1512	4
COc1cccc(/C=C/C(=O)OCC(=O)NCCC2=CCCCC2)c1	-5	-13	-0.6	-6	-0.22	1	-4	-7	7.2	1556	-1
O=c1c(Cc2ccc(F)cc2)c(O)ccn1CC1CCCO1 (centres undefined)	-8	0	-1.2	-1	0.2	8	11	-5	1.2	1662	1
NS(=O)(=O)c1ccc(CNC(=S)Nc2ccc(F)c(Cl)c2)cc1	16	3	-0.7	-2	0.57	5	2	18	0.8	1378	-1
N#CCSc1nnc(Cc2cccs2)n1C1CCCCC1	5	-9	1.5	-6	nt	4	-1	-1	1.9	1606	7
C(=N\Nc1nc2ccccc2s1)/c1cccs1	4	nt	-5.7	-1	-1.1	9	5	11	2.5	1651	12
COc1cc(S(=O)(=O)Nc2cc(C)cc(C)c2)ccc1F	-57	-5	0.3	-7	-0.34	-4	-8	9	-0.7	1496	-2
CC(CCc1ccccc1)NC(=O)CNC(=O)COc1ccccc1 (centres undefined)	-6	-6	-0.3	-1	-0.38	-5	6	-3	-0.6	1548	1
Cc1cc(C(=O)COC(=O)CNC(=O)c2ccc(Cl)c(Cl)c2)c(C)n1Cc1ccco1	5	-13	0.5	-7	nt	4	2	-6	1.5	1446	0
Cc1cc(/C=C(\C#N)C(=O)NCCc2c[nH]c3ccccc23)c(C)n1C	29	-9	-0.5	-3	0.42	-6	3	-6	4.6	1432	0
BrC(=C\c1ccccc1)/C=N/N1CCN(Cc2ccccc2)CC1	15	nt	-1.3	-1	nt	-1	7	53*	-1.5	1589	-3
COc1cc2[nH]c(=O)n(CCCC(=O)NCCc3ccccc3)c(=O)c2cc1OC	-2	nt	-0.8	-9	nt	-5	2	4	4.9	1449	-6
O=S(=O)(NCCOc1ccccc1Cl)c1ccc2oc3ccccc3c2c1	nt	nt	-4.3	nt	nt	0	2	4	nt	1551	-1
CN1C(=O)C(O)(CC(=O)c2cccnc2)c2ccccc21 (centres undefined)	3	3	-4.6	-4	1	5	1	-1	-1.1	1594	-10
COc1ccc(C(=O)Nc2cc3c(cc2OC)CCCC3)cc1Br	7	nt	2.2	-1	nt	3	-2	2	0.2	1573	-5
CCCCn1c(C(C)NC(=O)COC)nc2ccccc21 (centres undefined)	4	nt	25	-2	0.54	2	2	-5	2.7	1468	-15
CCn1cc(C(=O)OCC(=O)Nc2c(C)cccc2C)c(=O)c2ccc(C)nc21	3	1	-0.4	-6	0.063	-4	-1	7	1.4	1727	-1
COC(=O)c1c(NC(=O)COC(=O)Cn2cnc3ccccc32)sc(C)c1C	5	-13	3.6	-1	-0.075	-12	-8	7	0.9	1443	-7
O=C(N/N=C/C=C/c1cccc([N+](=O)[O-])c1)C(O)c1ccccc1 (centres undefined)	-15	2	-0.2	0	-0.84	5	-4	-9	1.6	1462	3
CCOC(=O)n1c(=O)n(Cc2c(Cl)cccc2Cl)c2ccccc21	-1	nt	2.3	-6	nt	2	-4	2	5.4	1496	-7
CCCc1cc(=O)n2[nH]c(-c3cc(OC)c(OC)c(OC)c3)nc2n1	9	10	1.1	-5	nt	6	8	-4	-1.2	1468	2
CCOC(=O)c1c(C)n(C)c2cc(Br)c(C)cc12	21	nt	0.1	-5	0.15	-2	0	-3	2.7	1403	7
O=S(=O)(NC1CC1)c1ccc(S(=O)(=O)N2CCN3CCCC3C2)cc1 (centres undefined)	4	6	4.3	-2	0.77	0	0	-7	0.3	1372	-16

Next section:
SMILES	bIAP inh	S1P3 antag	DTT redox prof	Efa HMGR inh	ROMK mod	PPARg SRC2 recr	PPARg SRC1 recr	L major viab	RAM network inh	SRC2 TRFRET art	PPARg SRC-3 ag
O=C(O)CC(C(=O)NC1CCCCC1)C1CCCO1 (centres undefined)	0	-61	0.5	1	nt	0	-2	-3	1.9	1394	-10
COCCSc1ccccc1C(=O)Nc1cc(C)ccn1	6	-6	0.3	-2	0.042	-6	-4	45	0.5	1556	0
COc1ccc(Nc2ccnc(Nc3ccc(OC)cc3)n2)cc1	-22	3	0.0	-4	nt	1	2	100*	1.4	1588	0
c1ccc(CCCCNCC2COc3ccccc3O2)cc1 (centres undefined)	12	-25	-0.4	-8	-1.3	8	-2	87*	3.4	1532	3
Cc1cc2nc(C3CCN(C(=S)NCC(C)C)CC3)[nH]c2cc1C	8	0	0.3	1	nt	1	-3	-6	2.3	1698	-1
Cc1ccc(C(=O)Cn2nnc(-c3ccccc3-n3cnnn3)n2)cc1	10	-2	-1.6	4	nt	16	1	4	1.8	1646	3
O=C1NCCN/C1=C\C(=O)c1ccccc1	15	nt	0.7	-3	nt	3	-1	-4	0.7	1559	-3
O=C(N1CCNCC1)N1CCOCC1	9	nt	0.1	-3	-0.0044	4	-1	-5	2.1	1492	1
COc1cc2c(cc1OC)CN(Cc1ccc(OC)c(C)c1OC)CC2	-6	-38	-2.5	1	nt	10	12	-3	0.8	1450	-3
Cc1ccc(S(=O)(=O)CCC(=O)OCc2ccccc2F)cc1	-13	-20	-0.9	-1	0.42	5	0	-9	-0.6	1464	-1
Cc1ccc(C2CC(c3cccs3)=NN2C(=O)CSC2=NN3CCCC(=O)N=C3S2)cc1 (centres undefined)	2	nt	-0.9	-6	nt	2	2	34	3.2	1545	4
CC1=C(C(=O)OCC2CCCO2)C(c2ccccc2OC(C)C)C2=C(CC(c3ccco3)CC2=O)N1 (centres undefined)	-15	-24	1.7	2	nt	6	3	17	2.4	1595	14
CCC(C)n1c(=S)[nH]c2ccccc2c1=O (centres undefined)	9	-6	-2.2	0	2.3	1	-4	28	-0.4	1289	1
CN(C)c1ccc(/C=N/NC(=O)CN(c2ccccc2Cl)S(C)(=O)=O)cc1Br	2	nt	0.7	-3	nt	5	6	4	0.1	1629	0
Cc1nc2nc(-c3ccc(Cl)cc3)[nH]n2c(=O)c1C	9	nt	-3.4	-1	nt	1	-5	13	1.3	1569	1
Cc1ccc(NC(=O)CSc2nnc(NC(=O)c3ccc(S(=O)(=O)N4CCOCC4)cc3)s2)cc1	14	10	-0.1	-6	-0.92	3	0	-12	1.4	1634	1
COc1ccc2nc3c(cc2c1)c(NC(=O)C1CCCO1)nn3CC(C)C (centres undefined)	-8	-16	1.8	1	nt	0	9	21	-0.5	1648	0
CCOC(=O)c1c(NC(=O)CSc2nnc(-c3ccccc3)o2)sc(C(C)=O)c1C	-19	nt	-2.7	1	nt	11	12	1	2.5	1725	20
COC(=O)c1c(NC(=O)CC2Nc3ccccc3NC2=O)sc(C)c1C (centres undefined)	1	nt	1.8	-4	nt	1	4	-3	4.0	1618	-3
CCOc1cc(CNc2ccccc2)cc(Br)c1OCC(=O)NC(C)(C)C	6	nt	-4.0	-1	nt	12	-5	9	5.7	1586	-5
CCCCOC1(c2ccccc2)NC(=S)NN=C1c1ccccc1 (centres undefined)	35	nt	0.0	3	0.94	8	3	-7	0.9	1476	7
Cc1c(C)n(CC(O)CN(CCO)CCO)c2ccccc12 (centres undefined)	6	-11	-0.1	-2	-0.17	2	6	-3	1.7	1647	-1
CCOC(=O)c1cc(-c2ccc(OC)cc2)n(CCC(=O)NC2CCN(Cc3ccccc3)CC2)c1C	-9	6	-0.6	10*	-0.88	7	-2	84*	0.3	1399	-5
CC(Sc1nnc2ccccn12)C(=O)N1CCc2ccccc2C1 (centres undefined)	8	nt	-0.6	-3	nt	5	7	-3	3.2	1717	7
O=C(Cc1ccc2c(c1)OCCO2)N1CCN(c2ccccc2)CC1	-3	-11	-0.5	-2	-0.21	-7	-2	19	0.5	1460	-1

In another format: entries from further up.
compound | bIAP inh | S1P3 antag | DTT redox prof | Efa HMGR inh | ROMK mod | PPARg SRC2 recr | PPARg SRC1 recr | L major viab | RAM network inh | SRC2 TRFRET art | PPARg SRC-3 ag
CCOc1cc(CNc2ccccc2)cc(Br)c1OCC(=O)NC(C)(C)C | 6 | nt | -4.0 | -1 | nt | 12 | -5 | 9 | 5.7 | 1586 | -5
CCCCOC1(c2ccccc2)NC(=S)NN=C1c1ccccc1 (centres undefined) | 35 | nt | 0.0 | 3 | 0.94 | 8 | 3 | -7 | 0.9 | 1476 | 7
Cc1c(C)n(CC(O)CN(CCO)CCO)c2ccccc12 (centres undefined) | 6 | -11 | -0.1 | -2 | -0.17 | 2 | 6 | -3 | 1.7 | 1647 | -1

Going on with the list.
SMILES	bIAP inh	S1P3 antag	DTT redox prof	Efa HMGR inh	ROMK mod	PPARg SRC2 recr	PPARg SRC1 recr	L major viab	RAM network inh	SRC2 TRFRET art	PPARg SRC-3 ag
CC(C)(C)C(=O)N1CCCC1C(=O)O (centres undefined)	13	nt	-0.1	-2	0.43	3	2	-5	0.1	1559	-4
COc1ccc(C(=O)C2CCN(C(=S)NCC3CCCO3)CC2)cc1 (centres undefined)	10	6	-0.4	-9	0.34	14	-5	-5	-0.2	1672	1
COc1ccc2nc(NC(=O)c3ccc4ncsc4c3)sc2c1	-7	-2	-3.7	3	nt	5	2	49	3.9	1769	8
OC(CNCCc1ccccc1)c1ccccc1 (centres undefined)	9	15	1.2	-1	nt	12	-5	2	-0.1	1555	6
O=c1c2ccccc2nc(-c2ccccc2)n1CCCn1ccnc1	7	-18	2.5	0	nt	7	3	-6	3.7	1612	-5
COc1ccc(OC)c(NC(=O)CN(c2ccc(C(C)C)cc2)S(=O)(=O)c2c(C)noc2C)c1	-3	54*	0.1	-4	nt	-8	0	52*	4.2	1562	-4
CCC(C)COC(=O)C(C#N)c1nc2ccccc2nc1N1CCCCC1 (centres undefined)	37	12	-0.8	1	nt	8	5	33	18*	1784	7
Cc1ccc(C)c(N(CC(=O)Nc2ccc(-c3nc4ccc(C)cc4s3)cc2)S(C)(=O)=O)c1	-13	-6	0.0	1	nt	12	2	45	4.2	1669	2
CC(C)(C)NC(=O)CN(C(=O)CS(=O)CC(=O)Nc1ccc(F)cc1)c1ccccc1 (centres undefined)	1	nt	-0.3	0	0.53	10	2	-5	0.4	1600	-2
Cn1nc(C(F)(F)F)c(C#N)c1N1CCN(c2ccccc2F)CC1	11	nt	0.0	1	-0.67	-4	-6	3	2.7	1576	-10
O=C(Nc1ccc(N2CCCCCC2)cc1)c1ccccc1Cl	21	-10	-1.5	-9	nt	4	10	57*	2.3	1608	6
Cc1ccc2cc(C#N)c(N3CCCC3)nc2c1C	10	1	1.1	3	0.32	-4	2	3	4.8	1486	-14
COc1ccc(NC2CC(=O)N(c3ccc(C(=O)O)cc3)C2=O)cc1 (centres undefined)	-3	2	0.0	-8	-0.77	13	-1	0	2.4	1553	-2
CCOC(=O)N1CCN(S(=O)(=O)c2ccc(C(=O)Nc3nnc(CC)o3)cc2)CC1	6	-2	0.2	3	0.082	3	6	59*	0.5	1648	2

From PubChem
